Screens as filed in PubChem BioAssay.
IDH1 R132H inh: qHTS for Inhibitors of mutant isocitrate dehydrogenase 1 (IDH1): qHTS; Isocitrate dehydrogenase [NADP] cytoplasmic (Homo sapiens), O75874; Potency, µM (top dose mostly 76.6 µM), for inactives: top-dose activity change, negative = inhibition, hits mostly inhibitors; IDH1-R132H enzyme, NADPH consumption, diaphorase/resazurin fluorescence; 0.093% of 390,000 active; also: potency is read from the fitted curve at half-maximal effect; % is scaled to controls: 0 for no effect and ±100 for the full control effect; nearly all actives have a fitted effect of over 65% in size
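IDH1-R132H (0.5 ug/mL dispensed) in pH 7.5 Tris buffer was preincubated 30 min with compound, then given a substrate mix of 0.016 mM NADPH and 2 mM alpha-KG for 80 min at room temperature; remaining NADPH was read by diaphorase/resazurin fluorescence.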
USP1 inh: Inhibitors of USP1/UAF1: Primary Screen. Ubiquitin carboxyl-terminal hydrolase 1 (Homo sapiens), O94782. recombinant USP1/UAF1, Ub-Rhodamine cleavage fluorescence. 0.23% of 390,000 active. AID 743255, 2014. Potency, µM (series often up to 57.1 µM), for the others: at the highest dose activity change, negative = inhibition, usual class: inhibitors; also: potency is read from the fitted curve at half-maximal effect; % is scaled to controls: 0 for no effect and ±100 for the full control effect; nearly all actives have a fitted effect of over 60% in size; inactives centre near -12
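USP1/UAF1 complex (1 nM) preincubated 15 min at room temperature with compound, then Ub-Rho substrate (150 nM final) added. Kinetic fluorescence at 480/540 nm over 6 reads at 60 s intervals; 50 mM HEPES pH 7.8, 0.5 mM EDTA, 0.1 mg/ml BSA, 1 mM TCEP, 0.01% Tween-20.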
TrxR1 substrate: qHTS Assay for Substrates of Mammalian Selenoprotein Thioredoxin Reductase 1 (TrxR1): qHTS; 0.01% of 390,000 active; Potency, µM (doses to about 114 µM), without a hit: at the top dose activity change, negative = substrate turnover; Thioredoxin reductase 1, cytoplasmic (Rattus norvegicus), O89049; purified TrxR1 substrate turnover, NADPH consumption readout; also: potency is read from the fitted curve at half-maximal effect; % is scaled to controls: 0 for no effect and ±100 for the full control effect; nearly all actives have a fitted effect of over 50% in size
Target sequence (O89049 whole entry, looked up): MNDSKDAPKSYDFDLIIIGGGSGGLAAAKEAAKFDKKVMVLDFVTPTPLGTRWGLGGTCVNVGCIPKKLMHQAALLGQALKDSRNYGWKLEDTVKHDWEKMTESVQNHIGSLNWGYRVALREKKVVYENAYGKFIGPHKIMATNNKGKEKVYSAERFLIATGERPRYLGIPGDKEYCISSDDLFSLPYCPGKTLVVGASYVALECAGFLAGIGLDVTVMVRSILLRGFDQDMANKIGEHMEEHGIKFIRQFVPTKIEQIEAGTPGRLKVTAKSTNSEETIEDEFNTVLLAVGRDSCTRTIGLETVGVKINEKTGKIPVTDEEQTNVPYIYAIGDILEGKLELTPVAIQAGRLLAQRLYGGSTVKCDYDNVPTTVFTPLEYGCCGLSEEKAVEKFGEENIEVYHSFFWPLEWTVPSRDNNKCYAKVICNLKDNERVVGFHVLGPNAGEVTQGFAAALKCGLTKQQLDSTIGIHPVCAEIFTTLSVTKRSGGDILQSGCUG
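Rat TrxR1, dispensed at 90 nM, was prereduced with 400 uM NADPH (final) for 5 min at ~22 deg C, then incubated with compound 15 min before 400 uM selenite. A first-read NADPH fluorescence drop versus no-compound background flagged substrates.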
LDHA inh: qHTS assay for inhibitors of human lactate dehydrogenase; purified LDHA, NADH/diaphorase-resazurin fluorescence; active compounds read low; 0.15% of 480,000 active; activity change, % (values are at about 110 or 230 µM); L-lactate dehydrogenase A chain (Homo sapiens), P00338; in the data active = activity change below about -30%; inconclusive = mostly about -25% to -30%;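 also: plate controls were DMSO wells for no effect and wells without enzyme for full effect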
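LDH5 2 nM; NADH 0.06 mM, pyruvate 0.2 mM; 200 mM Tris pH 7.4, EDTA, Tween-20; 5 min RT. Detection: diaphorase 0.133 mg/mL + resazurin 37 µM, fluorescence ex540/em590 at 0 and 20 min; normalized to enzyme-free and DMSO wells.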
GRP78 ERSR act: qHTS for Inducers of the Endoplasmic Reticulum Stress Response (ERSR) in Human Glioma: qHTS. U87-MG GRP78 promoter luciferase reporter, 16 h. Potency, µM, for the others: at the top dose activation, hits mostly activators. 0.02% of 420,000 active; also: potency is read from the fitted curve at half-maximal effect; series mostly up to about 76 µM; % of control where 0% means no effect; nearly all actives have a fitted effect of over 35% in size
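ERSR induction read as luciferase luminescence (Bright-Glo, 10 min at room temperature) in stably transfected human U87-MG glioma cells exposed to compounds for 16 h, using GRP78 as sensor.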
Vif-A3G inh: qHTS for Inhibitors of Vif-A3G Interactions: qHTS | DNA dC->dU-editing enzyme APOBEC-3G (Homo sapiens), Q9HC16 | HeLa A3G-eYFP + Vif (tagged APOBEC3G with the HIV-1 protein that degrades it), YFP fluorescence, overnight | Potency, µM (top dose mostly 46.1 µM), for the others: at the highest dose activity, negative = active, actives largely listed as inhibitors | 0.076% of 410,000 active | AID 602310, 2012;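 also: potency is read from the fitted curve at half-maximal effect; % is scaled to controls: 0 for no effect and ±100 for the full control effect; nearly all actives have a fitted effect of over 60% in size; hits raise eYFP signal because A3G escapes Vif-driven loss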
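Read-out is eYFP fluorescence (Ex 488/Em 500-530) from Vif-expressing HeLa A3G-eYFP cells; more signal means A3G escaped Vif-mediated degradation. Cells plated overnight, compound pinned in, incubated overnight at 37 deg C.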
Vif-A3F inh: qHTS for Inhibitors of Vif-A3F Interactions: qHTS; 0.2% of 390,000 active; HeLa A3F-eYFP + Vif (tagged APOBEC3F with the HIV-1 protein that degrades it), YFP fluorescence increase; Potency, µM (titrated, usually from 46.1 µM), inactives show top-dose activity, negative = active; also: potency is read from the fitted curve at half-maximal effect; % of control where 0% means no effect; nearly all actives have a fitted effect of over 65% in size
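Fluorescence increase (Ex 488/Em 500-530) after overnight compound treatment at 37 deg C flags inhibition of Vif-driven A3F-eYFP loss in stable HeLa A3F-eYFP/Vif cells seeded overnight beforehand.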
PI4K2A inh: qHTS for small molecular inhibitors of PI4K2A. purified PI4K2A, ADP-Glo luminescence, 1 h; active compounds read low. activity change, negative = inhibition, % at 76.9 µM. 0.13% of 420,000 active. AID 1346378, 2018; in the data active = activity change below about -50%; inconclusive = mostly about -30% to -49%;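 also: -100% = wells without enzyme as full effect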
Target sequence (Q9BTU6 whole entry, looked up): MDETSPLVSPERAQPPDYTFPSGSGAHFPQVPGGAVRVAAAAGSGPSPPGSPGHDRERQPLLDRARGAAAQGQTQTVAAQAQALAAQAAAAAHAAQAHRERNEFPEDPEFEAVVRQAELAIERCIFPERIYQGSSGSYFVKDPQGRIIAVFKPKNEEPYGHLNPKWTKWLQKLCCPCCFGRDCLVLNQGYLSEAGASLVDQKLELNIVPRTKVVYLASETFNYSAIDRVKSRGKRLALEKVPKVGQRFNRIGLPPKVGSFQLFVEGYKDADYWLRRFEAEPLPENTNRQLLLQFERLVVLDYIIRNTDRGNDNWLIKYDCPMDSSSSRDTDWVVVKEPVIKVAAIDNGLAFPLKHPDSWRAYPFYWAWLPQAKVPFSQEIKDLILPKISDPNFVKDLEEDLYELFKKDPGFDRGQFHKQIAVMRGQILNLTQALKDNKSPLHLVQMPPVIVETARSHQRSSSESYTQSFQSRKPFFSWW
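PI4K2A activity was measured by ADP-Glo luminescence: enzyme (4 ug/mL stock) and phosphatidylinositol (1.2 mM stock) in Tris pH 7.5/MgCl2/EGTA/Triton X-100 buffer were reacted with ATP (300 microM stock) for one hour at ambient temperature.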
RXFP1 agonist: qHTS Assay for Agonists of the Relaxin Receptor RXFP1 | AID 2676, 2010 | Relaxin receptor 1 (Homo sapiens), Q9HBX9 | 0.3% of 370,000 active | HEK293T-RXFP1 cAMP TR-FRET, 30 min; response scale: percent of porcine relaxin response, buffer zero | Potency, µM (titrated, usually from 57.5 µM), for the others: at the highest dose activation, usual class: activators; also: potency is read from the fitted curve at half-maximal effect; % is scaled to controls: 0 for no effect and ±100 for the full control effect; nearly all actives have a fitted effect of over 60% in size; many of its hits are not listed in these tables
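HEK293 cells stably expressing RXFP1, treated 30 min at 37C with compounds plus PDE4 inhibitor Ro 20174; cAMP measured by HTRF TR-FRET. Normalized to buffer and 29 nM porcine relaxin; EC50 by Hill fit.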
* hit, by the source's call; ? = inconclusive; / = not tested or not shown; & = joins results of further samples; [ ] = remark or other dose. Unless noted, calls follow the shape of the dose curve; as a rule, active = well fitted curve in the direction sought with a large enough effect; inconclusive = small, poorly fitted or top-dose-only effect, or another doubt; inactive = no such curve, though single readings can be large; an effect the other way counts as inactive or inconclusive. A portion of the library; count on the stated rates, not on these rows.

SMILES	IDH1 R132H inh	USP1 inh	TrxR1 substrate	LDHA inh	GRP78 ERSR act	Vif-A3G inh	Vif-A3F inh	PI4K2A inh	RXFP1 agonist
COc1cc(S(=O)(=O)N2CCCCC2)ccc1NC(=O)Cc1ccccc1	11%	-6%	16%	-1	-3%	-1%	-1%	-12	-0.7%
CC1=C(C(=O)OCc2cc(C)on2)N2C(=O)[C@@H](NC(=O)OCc3cc(C)on3)[C@H]2SC1	1%	?	-5%&12%	9	0%&-1%	6%&-2%	5%	-8	1.2%
COc1ccc(N(CC(=O)NCc2ccc(Cl)cc2)S(=O)(=O)c2ccccc2[N+](=O)[O-])c(OC)c1	4%	-23%	-3%	1	-4%	-3%	13%	2	1.4%
COc1cccc2c1Oc1ncccc1N(C(=O)CCC(=O)NCc1ccccc1F)C2	-5%	-15%	-7%	-3	-5%	0%	0%	1	0.3%
CSc1ccccc1C(=O)N1CCC(CCC(=O)NCc2ccc(F)cc2)CC1	4%	-24%	-6%	-4	-1%	2%	4%	1	-1.5%
COc1ccc(C(=O)c2cn(Cc3ccccc3F)c3ccc(F)cc3c2=O)cc1	-11%	-13%	-4%	-8	-4%	1%	0%	0	-0.7%
Cc1noc(C)c1C(=O)OCC(=O)NC(c1ccccc1)c1ccccc1	4%	-10%	11%	4	1%	-2%	8%	1	1.6%
CCc1ccc(OC(=O)c2cccnc2)cc1	7%	3%	-1%	-11	0%	-1%	7%	1	0.1%
CCC(=O)Nc1cc(=O)[nH]c2ncnn12	-3%	-9%	-2%	-8	-3%	2%	-9%	6	1.2%
O=C(Nc1cc2c(cc1C(=O)c1ccccc1Br)OCCO2)c1ccccc1	-5%	0%	2%	-9	-3%	5%	-3%	-8	0.4%
CC1CCN(c2ccc(-c3cccc(NS(=O)(=O)c4ccc(F)cc4F)c3)nn2)CC1	9%	-16%	-13%[57.1 µM]	0	4%	-3%	2%	-8	0.9%
COc1ccccc1-c1nnc2n1N=C(c1ccc(O)c(O)c1)CS2	1%	-3%	-8%	11	-5%	-34%	-8%	-1	6.1%
O=[N+]([O-])c1cccc(/C=N/Nc2nccnc2Cl)c1	4%	-4%	-7%[57.1 µM]	-10	?	2%	-11%	-8	5.3%
CCc1ccc(-c2nn(-c3ccccc3)cc2CSC(=N)N)cc1	3%	-8%	-6%	-7	-15%	-6%	-2%	-1	-0.7%
CN(C)c1ccc(S(=O)(=O)N2CCCCC2)cc1NC(=O)C1=COCCO1	-20%	-21%	-2%	-8	-4%	0%	0%	9	-1.2%
O=C(CNc1cccc(C(F)(F)F)c1)N/N=C/c1ccccc1C(=O)O	1%	-19%	4%	-5	-6%	-5%	-12%	-4	-0.5%
COc1ccc(S(=O)(=O)N2CCC(C(=O)NCCC(=O)NCc3cccnc3)CC2)cc1	5%	3%	/	2	-1%	0%	-4%	0	/
CC1CCCCN1CC(=O)NC(=O)NCc1ccccc1 (configuration not stated)	-1%	-20%	11%	-16	0%	2%	-1%	-2	3.7%
COc1ccc(CN(C)C(=O)CNC(=O)c2cccs2)c(OC)c1	1%	-21%	6%	-6	-4%	-12%	1%	-16	-1.2%
COc1ccc(C(=O)CSc2cc(C)[nH]c(=O)n2)cc1	-10%	-1%	-12%	-1	-6%	5%	-16%	-23	0.9%
Cc1ccc(OCC(=O)N2CC(C)CC(C)C2)c([N+](=O)[O-])n1 (configuration not stated)	3%	-7%	8%[57.1 µM]	-6	-3%	-2%	-7%	5	/
OCC1(Cc2ccccc2)CCCN(Cc2cnn(-c3ccccc3)c2)C1 (configuration not stated)	-6%	-8%	4%[57.1 µM]	-5	-6%	-6%	-8%	5	-0.4%
CC(C)c1ccc(NS(=O)(=O)c2ccc3c(c2)oc(=O)n3C)cc1	-2%	-28%	1%	-1	-2%	0%	0%	-3	-1.3%
COc1ccc(C(=O)C(C)C(C)=O)c(OCc2ccccc2)c1OC (configuration not stated)	3%	-8%	-2%	-18	-4%	0%	6%	2	/
COC(=O)c1cc2sc(C)cc2n1Cc1ccccc1	15%	-24%	-1%	11&4	-2%	-14%	-21%	-3	0.5%

Quoted from the listing.
Result for CC(C)c1ccc(NS(=O)(=O)c2ccc3c(c2)oc(=O)n3C)cc1 under RXFP1 agonist: -1.3%
Result for CC1CCN(c2ccc(-c3cccc(NS(=O)(=O)c4ccc(F)cc4F)c3)nn2)CC1 under RXFP1 agonist: 0.9%

(cont.)
SMILES	IDH1 R132H inh	USP1 inh	TrxR1 substrate	LDHA inh	GRP78 ERSR act	Vif-A3G inh	Vif-A3F inh	PI4K2A inh	RXFP1 agonist
CCOc1ccc(NS(=O)(=O)c2ccc(C(=O)NCc3ccccn3)cc2)cc1	4%	-18%	-1%	-1	-7%	-5%	4%	-2	11%
Nc1c(C2CCCCC2)c(=O)on1C(=O)c1ccccc1	-1%	?	-1%	-4	0%	1%	-2%	-1	/
CCCCOc1ccc(C(=O)Nc2ccc(N3CCN(C)CC3)cc2)cc1	7%	-18%	-5%[57.1 µM]	-2	-4%	0%	-9%	-1	0.6%
CC(C)c1ccc(NC(=O)Nc2nnc([C@H]3C[C@H](O)[C@@H](CO)O3)s2)cc1	/	/	/	-16	0%	1%	/	-1	/
O=C(NNC1CC(=O)N(c2ccc(Br)cc2)C1=O)c1ccccn1 (configuration not stated)	-14%	?	-1%	-6	2%	-10%	1%	-5	-0.7%
C=CCn1c(NC(C)c2cc(Cl)ccc2O)nc2ccccc21 (configuration not stated)	9%	-14%	5%	0	-4%	-7%	1%	-5	-1.1%
CC(C)(C)NC(=O)C[C@H]1C[C@H](C(=O)N2CCCCC2)[C@@]2(C)c3[nH]c4ccc(Cl)cc4c3CCN2C1=O	12%	-9%	-8%	1	-3%	-7%	2%	-3	/
O=C(CSCCO)Nc1cccc([N+](=O)[O-])c1	6%	-21%	-8%	5	-1%	0%	-3%	-1	5.4%
Brc1nnc2n1-c1ccccc1Sc1ccccc1-2	2%	-9%	-5%	-5	-2%	-1%	3%	-10	0.5%
CN(C)c1ccc(/C=C/CNC[C@H]2O[C@@H](n3ccc(N)nc3=O)[C@H](O)[C@@H]2O)cc1	0%	-26%	/	-9	-4%	1%	0%	3	/
C/C(=N\NC(=O)c1sccc1C)c1ccncc1	16%	-13%	-1%	-3	-2%	5%	2%	-7	1.7%
CCOc1ccc(C(C)=O)cc1COC(=O)c1cnc(Cl)c(Cl)c1	-3%	-9%	8%[57.1 µM]	-2	-3%	-6%	8%	5	22%
COc1ccc(-n2c(O)c(/C=N/NS(=O)(=O)c3cccc([N+](=O)[O-])c3)c3ccccc3c2=O)cc1OC	13%	?	61%[activator]	4	3%	?	?	-9	4.3%
O=C(O)CCCNC(=O)OCc1ccccc1	7%	-23%	2%	2	-7%	1%	-9%	-4	1.9%
CC1(NC(=O)Cc2c(F)cccc2Cl)CCS(=O)(=O)C1 (configuration not stated)	8%	-30%	7%	-1	-6%	-5%	-2%	-4	/
Cc1ccc(NC(=O)COC(=O)CN2C(=O)NC3(CCCC3)C2=O)cc1S(=O)(=O)N(C)C	1%	-17%	0%	1	-7%	0%	-8%	-3	-0.2%
CCCC(=O)Nc1nnc(SCC)s1	7%	-9%	1%	0	1%	0%	9%	1	0.2%
Cc1ncc([N+](=O)[O-])n1CC(=O)NC1CCCC1	0%	-7%	7%[57.1 µM]	-4	-2%	1%	8%	-2	-2.2%
COc1ccc(CCN=C(N)NS(=O)(=O)c2ccc(C)c(C)c2)cc1	-6%	-17%	2%	-8	-2%	-9%	15%	2	0.9%
CCc1ccc(N2CCN(S(=O)(=O)CC34CCC(CC3=O)C4(C)C)CC2)cc1 (configuration not stated)	-8%	-18%	-6%	0	-6%	0%	1%	1	-0.1%
CCOc1ccc(/C(C)=N/NC(=O)c2nnn(-c3nonc3N)c2-c2cccs2)cc1	-27%	-22%	52%[activator]	-11	-6%	2%	2%	3	-0.7%
CCCC(C(=O)O)n1c(O)c(C=C2N=c3ccccc3=N2)sc1=S (configuration not stated)	1%	1%	-15%	-4	-6%	2%	7%	1	-14%
CCOC(=O)CNC(=O)CSc1nc2cccnc2n1C1CCCCC1	5%	-5%	7%	0	-1%	-2%	-4%	-7	-0.1%
Cc1cccc(C2Nc3ccccc3C(=O)N2CCc2ccccc2)n1 (configuration not stated)	0%	-32%	125%[activator]	1	3%	1%	1%	-2	2.4%
COc1ccccc1-n1cc(C(=O)NCC(=O)N2CCN(Cc3ccccc3)CC2)c2ccccc2c1=O	-1%	-7%	5%	-7	-5%	3%	-3%	5	-0.7%
